# Ec RNAP inh: E. coli RNAP inhibitors, biochemical | E. coli RNA polymerase, fluorescence transcription assay | 0.2% of 62,000 active | inhibition, %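 (tested at 10 µM)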 | DNA-directed RNA polymerase subunit beta (Escherichia coli (strain K12)), P0A8V2 | AID 559, 2006; in the data active means inhibition above about 20%;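 further: 0% = enzyme without compound and 100% = no enzyme blank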
# S1P1 ag-PAM: S1P1 agonists and agonism potentiators, primary screen, cell-based, primary and confirmation screens, CRE-bla reporter; Sphingosine 1-phosphate receptor 1 (Homo sapiens), P21453; S1P1 CRE-bla cells, forskolin, beta-lactamase FRET, potentiator mode; S1P1 agonist co-added at EC20, 2 nM; 100% = saturating reference agonist, 0% = basal; activation, % at 9.5 µM; 0.57% of 56,000 active; AID 449, 2006;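 active means activation above a cutoff set at the mean activation of all tested compounds plus 3 SD, cut at about 54% in these data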;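 further: forskolin at 4 µM as EC80 and the EC20 agonist is SEW2871; 100% = SEW2871 at its EC100 plus forskolin at EC80; some compounds past the cut are filed as inactive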
# D1 allo mod: D1 CRE-luciferase signal change, two-sided – cell-based, HEK293 D1, dopamine EC30, D1 allosteric modulator project, primary screen | B-score at 10 µM | D(1A) dopamine receptor (Homo sapiens), P21728 | 5.9% of 58,000 active | dopamine EC30 potentiation; actives deviate in either direction;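 active means luminescence count or its row- and column-corrected plate score outside the 99.7% band of the plate's sample wells, on either side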
# Target sequence (P21728 whole entry, looked up): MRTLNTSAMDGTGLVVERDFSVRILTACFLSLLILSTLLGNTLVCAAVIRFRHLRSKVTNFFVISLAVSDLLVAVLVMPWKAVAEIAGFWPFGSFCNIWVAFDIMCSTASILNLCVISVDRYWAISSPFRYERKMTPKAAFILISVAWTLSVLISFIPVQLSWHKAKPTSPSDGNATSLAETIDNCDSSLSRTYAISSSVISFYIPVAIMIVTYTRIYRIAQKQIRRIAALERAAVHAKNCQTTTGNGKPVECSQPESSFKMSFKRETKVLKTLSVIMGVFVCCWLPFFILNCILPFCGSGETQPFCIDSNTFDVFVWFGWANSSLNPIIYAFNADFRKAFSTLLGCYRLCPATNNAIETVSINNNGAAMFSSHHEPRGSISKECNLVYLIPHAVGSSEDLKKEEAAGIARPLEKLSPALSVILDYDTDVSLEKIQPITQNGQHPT
# M1 ag: M1 muscarinic receptor agonists, primary screen, CHO-M1 cells, Fluo-4 calcium, agonist mode; Muscarinic acetylcholine receptor M1; Fluo-4 calcium fluorescence; hits give high values; B-score at 10 µM; 3% of 64,000 active; AID 626, 2007;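 active means fluorescence rise, raw or as B-score row- and column-corrected plate score, outside the 99.7% band of its plate's samples, either direction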
# M1 antag: antagonists of rat M1 muscarinic receptor. 3.4% of 64,000 active. Muscarinic acetylcholine receptor M1 (Rattus norvegicus), P08482. B-score at 10 µM. CHO-M1 cells, Fluo-4 calcium, ACh EC80 antagonist mode; hits give low values;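 active means calcium fluorescence response, raw or row-and-column corrected B-score, differing from the plate sample mean either way at a set confidence level, mostly lower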
# Jurkat viability: cytotoxicity toward Jurkat T cells, primary screen, cytotoxicity control, cell-based, Jurkat E6.1, 60K MLSMR library | Jurkat E6.1 viability, ATP luminescence, 48 h | inhibition, % at 4 µM | 1.2% of 56,000 active;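 active means inhibition above the mean inhibition of all tested compounds plus 3 SD, cut at about 28% in these data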
# S1P3 agonist: human S1P3 receptor agonists, primary screen, cell-based, primary and confirmation, NFAT-BLA reporter. S1P3 NFAT-BLA reporter cells, agonism, FRET ratio; relative to 1 µM S1P, basal subtracted. activation, % at 4.5 µM. Sphingosine 1-phosphate receptor 3 (Homo sapiens), Q99500. 0.1% of 60,000 active. AID 373, 2006;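 active means activation above the screen-wide mean plus 3 SD, cut at about 4.5% in these data, passing the limit was not always enough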; further: some compounds called inactive have numbers as strong as hits
#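 Assay system: stable CHO line with human S1P3, Gα16, NFAT-BLA reporter; Detection: FRET β-lactamase substrate fluorescence, excitation 405 nm, 460/535 nm emission ratio, background-subtracted; Read-out: percent activation versus median 1 µM S1P response, basal-subtracted, per plate; Incubation: cells plated overnight, compound 4 h 37 °C, substrate 2 h RT.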
# TNAP act DEA: human TNAP enzyme activators, primary screen, biochemical, luminescent, intermediate phosphate acceptor level. Alkaline phosphatase, tissue-nonspecific isozyme (Homo sapiens), P05186. purified TNAP, CDP-star luminescence, 100 mM DEA, 30 min; hits give high values; scale: 0 levamisole-inhibited, 1 vehicle-only enzyme. activation factor at 20 µM. 64,000 tested, under 10 active;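 active means activation factor of at least 2 at 20 µM, relative to controls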
# Target sequence (P05186 whole entry, looked up): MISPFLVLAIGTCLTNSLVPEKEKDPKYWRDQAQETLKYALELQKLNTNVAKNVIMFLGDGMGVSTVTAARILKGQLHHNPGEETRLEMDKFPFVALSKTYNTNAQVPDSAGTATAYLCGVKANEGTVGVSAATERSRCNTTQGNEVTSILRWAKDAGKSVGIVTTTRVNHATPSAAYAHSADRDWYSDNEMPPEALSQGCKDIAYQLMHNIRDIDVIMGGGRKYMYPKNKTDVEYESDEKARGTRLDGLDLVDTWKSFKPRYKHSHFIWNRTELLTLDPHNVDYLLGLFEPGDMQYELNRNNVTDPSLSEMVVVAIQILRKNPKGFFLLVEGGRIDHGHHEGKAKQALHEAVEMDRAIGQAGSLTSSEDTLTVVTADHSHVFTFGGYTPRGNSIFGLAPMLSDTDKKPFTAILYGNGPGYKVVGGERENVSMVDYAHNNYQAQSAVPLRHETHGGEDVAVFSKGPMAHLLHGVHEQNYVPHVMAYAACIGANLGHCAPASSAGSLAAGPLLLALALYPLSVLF
# HEK293 NFkB inh: inhibitors of PMA/ionomycin-induced NF-kB reporter, primary screen, antigen receptor NF-kB inhibitor project, cell-based, HEK-293 luciferase reporter, luminescence. 0.21% of 62,000 active. inhibition, % at 3 µM. AID 465, 2006. HEK-293 NF-kB luciferase reporter;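 active means inhibition above the mean of all tested compounds plus 3 SD, cut at about 40% in these data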;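 further: 0% = stimulated DMSO wells and 100% = 10 µM reference inhibitor 5653914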
#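 System: NF-kB luciferase reporter HEK-293 cells | Replication: Single test | Control set: DMSO vs reference inhibitor | Evaluation: % inhibition | Schedule: 1 h pretreatment, 16 h stimulation, 37 °C | Probe or stimulus: PMA with ionomycin | Compound dosing: One dose, 3 µM | Detection: Luciferase luminescence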
# Starred values were filed as active, the others as inactive; nt = no result given.
no.	Structure	Ec RNAP inh	S1P1 ag-PAM	D1 allo mod	M1 ag	M1 antag
1	CCOc1ccc(Oc2nc(NCC(C)C)nc(N(C)C)n2)nn1	8	-9	0.04	0.57	0.67
2	COc1cccc(-c2c(NC(=O)c3ccco3)n(-c3ccc(C)cc3)nc(C)c2=O)c1	nt	-22	-0.21	-0.67	0.012
3	CCN(CC)S(=O)(=O)c1cccc2c(N(C)C)cccc12	8	8	-0.09	0.21	-0.71
4	CCCCc1c(O)nc(SCCN(C)C)n(-c2ccccc2)c1=O	11	0	-0.0072	-0.081	-0.19
5	N#CCCN(C(=O)CSc1ccc2c(c1)OCCO2)c1ccccc1	6	-13	0.13	0.83	-0.16
6	CCS(=O)(=O)N1CCN(C2CCC(C)CC2)CC1 (configuration not stated)	0	8	-0.038	0.46	0.0031
7	Cc1ccc(CN2C(=O)CCC2C(=O)NCc2ccc(F)cc2)cc1 (configuration not stated)	-1	1	-0.064	-1.6	-1.8
8	COc1ccc(-c2nnc(N)s2)cc1	3	4	-0.88	-0.37	-0.0056

no.	Jurkat viability	S1P3 agonist	TNAP act DEA	HEK293 NFkB inh
1	2	-0.5	0.8	17
2	-5	-0.4	1	6
3	nt	-2.8	1	nt
4	nt	-0.5	0.9	nt
5	-2	1.1	0.9	4
6	-8	-1.5	1	10
7	3	-0.8	0.9	14
8	3	-2.4	0.9	4

no.	Structure	Ec RNAP inh	S1P1 ag-PAM	D1 allo mod	M1 ag	M1 antag
9	COc1ccccc1Nc1nc(N)nc(CN2CCCCCC2)n1	7	-9	1.2	-0.02	-0.065
10	Cn1c(SCc2cccnc2)nnc1-c1c[nH]c2ccccc12	7	4	-0.33	-0.08	-1
11	Cc1sc2nc(C(C)Sc3nnc(C)n3-c3ccccc3)[nH]c(=O)c2c1C (configuration not stated)	-7	7	0.28	0.092	-0.27
12	CC(=O)Nc1ccc(S(=O)(=O)NC2(C(F)(F)F)NC(=O)N(C3CCCC3)C2=O)cc1 (configuration not stated)	0	8	0.024	0.19	0.086
13	O=c1c2oc3ccccc3c2ncn1Cc1ccccc1F	7	-1	0.91	0.21	-1.1
14	CC(C)OC(=O)CC(=O)CSc1nc2c(cc1C#N)CCC2	5	-4	0.01	-0.63	0.41
15	CS(=O)(=O)N(CC(=O)N1CCN(Cc2ccccc2)CC1)Cc1ccccc1	-1	-9	-0.9	-0.013	0.023
16	CCCCCOC(=O)C1=C(C)Nc2nnnn2C1c1ccc(OC)c(OC)c1OC (configuration not stated)	0	-12	0.27	0.45	0.48

no.	Jurkat viability	S1P3 agonist	TNAP act DEA	HEK293 NFkB inh
9	0	-0.1	1	-2
10	-1	-0.2	1	2
11	5	0.5	0.9	-7
12	5	-1.1	0.8	-1
13	2	-1.0	0.9	10
14	-2	-0.3	0.9	-5
15	9	-0.4	0.9	3
16	2	-0.8	0.9	3

no.	Structure	Ec RNAP inh	S1P1 ag-PAM	D1 allo mod	M1 ag	M1 antag
17	CC(=O)C1=C(C)NC(SCSc2ccccc2)=C(C#N)C1c1cccnc1 (configuration not stated)	-7	-6	-0.21	-0.76	-0.61
18	Cc1ccc(S(=O)(=O)N2CCN(C(=O)CN3CCc4ccccc4C3)CC2)cc1	6	3	-0.15	-0.0078	-1.7
19	O=C(CSc1nc2ccccc2n1CC(=O)N1CCCC1)NCc1ccc2c(c1)OCO2	5	13	0.11	-0.44	-0.62
20	O=C(c1cnc2sccn2c1=O)N1CCCc2ccccc21	2	5	0.53	0.53	-0.098
21	Cc1ccc(NC(=O)CSc2nc3nc(C)cc(C)c3c(=O)[nH]2)cc1	1	nt	3.9*	0.42	0.48
22	CCC(=O)N(Cc1cc2cc(OC)ccc2[nH]c1=O)c1ccc(C)cc1C	nt	-1	-1.1	-0.59	0.23
23	COc1ccc2c3c(c(=O)oc2c1OCC(=O)C(C)(C)C)CCCC3	5	nt	2.2	-0.41	1.2
24	CCOC(=O)CC(=O)CSc1ccc2nnc(-c3ccccc3)n2n1	9	-8	1	-0.96	-0.29

no.	Jurkat viability	S1P3 agonist	TNAP act DEA	HEK293 NFkB inh
17	6	-1.6	0.9	18
18	4	-1.4	1	4
19	2	-0.7	0.9	11
20	1	-0.2	1	14
21	nt	nt	1	-8
22	-3	0.7	1	9
23	1	-1.0	0.9	9
24	-4	-0.8	0.9	23

# Sorted by number of heavy atoms (falling): some entries from above
no.	Structure	Ec RNAP inh	S1P1 ag-PAM	D1 allo mod	M1 ag	M1 antag
18	Cc1ccc(S(=O)(=O)N2CCN(C(=O)CN3CCc4ccccc4C3)CC2)cc1	6	3	-0.15	-0.0078	-1.7
17	CC(=O)C1=C(C)NC(SCSc2ccccc2)=C(C#N)C1c1cccnc1 (configuration not stated)	-7	-6	-0.21	-0.76	-0.61
24	CCOC(=O)CC(=O)CSc1ccc2nnc(-c3ccccc3)n2n1	9	-8	1	-0.96	-0.29

no.	Jurkat viability	S1P3 agonist	TNAP act DEA	HEK293 NFkB inh
18	4	-1.4	1	4
17	6	-1.6	0.9	18
24	-4	-0.8	0.9	23

# Continuation.
no.	Structure	Ec RNAP inh	S1P1 ag-PAM	D1 allo mod	M1 ag	M1 antag
25	CCc1ccccc1NC1=NCC(=O)N1Cc1ccccc1	1	-11	-0.21	0.68	0.039
26	CCOC(=O)C1=C(C)NC(=O)NC1c1c(O)ccc2ccccc12 (configuration not stated)	9	-27	0.3	-1.3	-1.3
27	CN(C)c1ccc(NC(=O)Nc2ccc3snnc3c2)cc1	12	-6	-0.9	-0.095	-0.39
28	Cc1cc(N2CCCCC2)nc(SCc2ccc(C#N)cc2)n1	7	19	1.4	-0.66	-1.2
29	CCn1c(=NC(=O)CN2C(=O)CCC2=O)sc2c(C)cc(C)cc21	8	9	-0.66	-0.4	0.45
30	Cc1cc(NS(=O)(=O)c2ccc(NC(=O)C(C)N3C(=O)c4ccccc4C3=O)cc2)nc(C)n1 (configuration not stated)	6	2	-0.69	-0.4	0.5
31	C=CCNc1ncnc2c1[nH]c1ccccc12	5	19	-1.9	-1.6	-0.99
32	CCc1c(C(=O)NCc2cnn(C)c2)csc1C	6	-19	-0.47	-0.87	-0.47

no.	Jurkat viability	S1P3 agonist	TNAP act DEA	HEK293 NFkB inh
25	3	-0.3	1	17
26	-7	-0.4	1.1	5
27	-5	0.0	0.9	14
28	1	-1.2	1	3
29	0	-1.4	0.9	7
30	7	-2.0	0.9	4
31	12	-0.9	1	0
32	-5	0.4	0.9	4

no.	Structure	Ec RNAP inh	S1P1 ag-PAM	D1 allo mod	M1 ag	M1 antag
33	Cc1ccc(N2Cc3ccccc3OC(C)C2=O)cc1 (configuration not stated)	-4	10	-0.48	0.21	-0.069
34	COc1cc(OC)nc(NC(=O)CSc2nc3ccccc3[nH]2)n1	5	-25	-0.04	-0.61	0.22
35	COc1ccc(C2(CNC(C)=O)CCOCC2)cc1OC	9	-16	-0.019	0.94	-0.018
36	CCOc1ccccc1-c1nnc(SCC(=O)Nc2ccccc2)o1	-8	nt	1.2	-0.4	-0.53
37	C=CCNc1nc(C2(C)CC3(CC(C)OC3=O)C(=O)O2)cs1 (configuration not stated)	2	-30	1.7	nt	nt
38	CCC(O)CNc1nc(SC)nc2sc3c(c12)CCN(C)C3 (configuration not stated)	-9	nt	nt	0.0092	-4.3*
39	COc1ccc(Cl)cc1S(=O)(=O)n1ccnc1C(C)C	9	-14	nt	-1.3	-0.27
40	COC(=O)c1c(F)c(F)c(N2CCOCC2)c(F)c1F	0	0	0.48	-0.092	-0.83

no.	Jurkat viability	S1P3 agonist	TNAP act DEA	HEK293 NFkB inh
33	6	-1.4	0.9	18
34	-1	-0.8	0.9	5
35	4	-0.4	0.9	12
36	11	-1.3	1	0
37	-4	-0.3	0.9	10
38	nt	nt	1	14
39	-5	0.3	1	-5
40	5	-2.0	0.9	14

no.	Structure	Ec RNAP inh	S1P1 ag-PAM	D1 allo mod	M1 ag	M1 antag
41	Cc1c(C)n(C(=O)CSc2nncn2C)c2ccccc12	5	3	-0.11	-0.17	-0.021
42	CCCOC(=O)c1ccc(NC(=O)CCC(=O)OCC)cc1	6	-9	-0.36	0.3	0.27
43	CCOC(=O)c1ccc2c(c1)nc(SCc1cn3ccsc3n1)n2CC	3	-9	13*	0.4	0.98
44	COc1cccc(C(=O)N2CCCC(c3nc(-c4cccs4)no3)C2)c1 (configuration not stated)	-1	18	-0.22	-0.7	-0.088
45	COc1cccc2cc(C(=O)C3=C(O)C(=O)N(CCCN4CCOCC4)C3c3ccncc3)oc12 (configuration not stated)	-3	2	1.1	2	0.18
46	Cn1c2ccccc2c(=O)n2c(=O)c3ccccc3cc12	6	-7	-0.027	0.48	-0.49
47	CC(=O)C1=C(C)NC(SCC(=O)c2ccc(C)cc2)=C(C#N)C1c1ccco1 (configuration not stated)	8	23	-1.5	-0.079	-0.25
48	Cn1c(=S)[nH]c2cccnc21	-4	19	0.15	0.088	-0.0028

no.	Jurkat viability	S1P3 agonist	TNAP act DEA	HEK293 NFkB inh
41	-1	-1.1	0.9	7
42	4	-1.3	0.9	2
43	-2	-0.2	0.9	9
44	3	-0.5	0.8	23
45	-2	-0.2	0.8	16
46	3	-0.4	1	9
47	6	-0.6	0.8	3
48	7	0.1	0.9	6

no.	Structure	Ec RNAP inh	S1P1 ag-PAM	D1 allo mod	M1 ag	M1 antag
49	CCOC(=O)c1sc(=S)n(Cc2ccccc2)c1N	6	-2	0.46	0.31	-0.41
50	COc1ccc(N2CCN(CCNC(=O)c3nnc(Cc4c(F)cccc4Cl)o3)CC2)cc1	4	20	-1.8	-1.7	-0.0072
51	Cc1ccc(-n2nnnc2SCc2nnc(-c3ccccc3Br)o2)cc1	3	32	0.82	0.1	-0.0054
52	CC(=NCC1CCCO1)c1c(O)[nH]c(=O)[nH]c1=O (configuration not stated)	4	5	0.5	-0.25	1.3
53	NC(=O)Cc1c[nH]c2cccc(O)c12	6	2	-0.23	-1.2	-0.23
54	COc1ccc(S(=O)(=O)Nc2cccc(Cl)c2)cc1OC	2	-20	-0.65	0.22	0.8
55	Cc1cccnc1NC(=O)CCCN1C(=O)c2ccccc2C1=O	4	12	0.075	0.013	1.5
56	Cn1nc(-c2ccc(N3CCOCC3)c(NS(=O)(=O)c3ccccc3)c2)c2ccccc2c1=O	2	-43	2	0.73	0.9

no.	Jurkat viability	S1P3 agonist	TNAP act DEA	HEK293 NFkB inh
49	6	-0.3	0.8	9
50	2	-1.3	0.9	7
51	-2	0.4	0.9	-1
52	3	-1.1	0.9	13
53	-9	-0.5	0.9	24
54	-4	-0.2	1	2
55	6	-1.1	0.9	0
56	-3	0.0	0.9	21
